Screening data deposited in PubChem BioAssay by several laboratories.
BoNT A protease: BoNT/A light chain protease inhibitors, primary screen, biochemical, flow cytometry, MLPCN library; Botulinum neurotoxin type A light chain protease (Clostridium botulinum A str. ATCC 3502); multiplex microsphere protease substrate cleavage; inhibition, % at 10 µM; actives 0.17% (n = 360,000); note: plate controls were buffer without enzyme for full effect and enzyme alone for no effect
FadD28 FP inh: inhibitors of FadD28 bisubstrate probe binding, primary screen, biochemical, fluorescence polarization, single point. Mycobacterium tuberculosis FadD28 fatty-acid-AMP ligase. inhibition, % at 12.5 µM. actives 0.22% (n = 360,000). AID 588549, 2011; in the data active = inhibition above about 8.5%, passing the limit was not always enough; inconclusive = no clear call, values can overlap the other calls
PfHsp40 rescue: rescue of yeast from PfHsp40 toxicity, primary screen, S. cerevisiae, ATP luminescence | growth rescue, % at 12.5 µM | actives 0.68% (n = 340,000) | S. cerevisiae expressing PfHsp40, growth rescue | AID 504582, 2011; in the data active = growth rescue above about 28%, passing the limit was not always enough; inconclusive = no clear call, values can overlap the other calls;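 note: yeast W303a lacking pdr1 and pdr3 grown in galactose medium; growth measured after three days at 30 °C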
Anthrax LF inh2: Bacillus anthracis LF protease inhibitors, primary screen, biochemical, multiplex microsphere, MLPCN library; Lethal factor (Bacillus anthracis), P15917; multiplex microsphere protease cleavage assay; inhibition, % at 10 µM; actives 0.12% (n = 360,000); note: plate controls were buffer without enzyme for full effect and enzyme alone for no effect
Target sequence (P15917 whole entry, looked up): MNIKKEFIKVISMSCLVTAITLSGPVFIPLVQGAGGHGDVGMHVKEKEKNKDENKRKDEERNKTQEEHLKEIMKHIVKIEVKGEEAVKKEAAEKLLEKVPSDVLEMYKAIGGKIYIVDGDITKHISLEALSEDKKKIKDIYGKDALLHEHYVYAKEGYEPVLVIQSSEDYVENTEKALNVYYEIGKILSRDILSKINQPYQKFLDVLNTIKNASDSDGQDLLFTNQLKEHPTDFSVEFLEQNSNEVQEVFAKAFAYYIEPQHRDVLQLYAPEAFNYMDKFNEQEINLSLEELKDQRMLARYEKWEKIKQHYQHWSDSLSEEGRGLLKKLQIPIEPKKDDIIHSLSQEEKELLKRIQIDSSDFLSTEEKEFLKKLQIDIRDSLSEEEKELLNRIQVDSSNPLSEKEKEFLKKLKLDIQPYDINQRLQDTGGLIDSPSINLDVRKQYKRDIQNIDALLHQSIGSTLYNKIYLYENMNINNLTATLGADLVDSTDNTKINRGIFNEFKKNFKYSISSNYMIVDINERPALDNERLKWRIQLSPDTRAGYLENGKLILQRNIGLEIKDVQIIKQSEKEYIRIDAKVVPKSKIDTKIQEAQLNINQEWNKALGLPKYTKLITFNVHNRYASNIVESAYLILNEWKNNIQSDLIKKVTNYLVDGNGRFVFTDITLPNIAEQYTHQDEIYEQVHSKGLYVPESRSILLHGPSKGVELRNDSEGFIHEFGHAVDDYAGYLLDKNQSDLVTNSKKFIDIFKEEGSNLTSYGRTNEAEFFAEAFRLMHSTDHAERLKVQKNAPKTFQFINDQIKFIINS
GDH-TPI inh: GDH-TPI coupling enzyme inhibitors, primary screen, artefact control for M. tuberculosis FBA inhibitor project, biochemical, absorbance, full deck; AID 588335, 2011; inhibition, % at 4.8 µM; actives 1.2% (n = 360,000); GDH-TPI coupled enzyme counterscreen, NADH absorbance; in the data active = inhibition above about 30%;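 note: 0% = DMSO wells and 100% = wells lacking the enzyme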
FBA Mtb inh: Mtb FBA enzyme inhibitors, primary screen, biochemical, fluorescence, strain H37Rv. AID 588726, 2011. actives 2.3% (n = 360,000). purified M. tuberculosis FBA, fluorescence read-out. inhibition, % at 1 µM; in the data active = inhibition above about 27%;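 note: 0% = vehicle and 100% = reference inhibitor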
Mtb BioA inh: M. tuberculosis BioA enzyme inhibitors, primary screen, biochemical, plate reader, single point, HTS. 7,8-diaminopelargonic acid synthase BioA (Mycobacterium tuberculosis). purified M. tuberculosis BioA enzyme. inhibition, % at 9.99 µM. actives 0.096% (n = 360,000). AID 602481, 2012; in the data active = inhibition above about 40%; inconclusive = no clear call, values can overlap the other calls
BoNT-F LC inh: BoNT/F light chain protease inhibitors, primary screen, biochemical, flow cytometry, MLPCN library. Botulinum neurotoxin type F light chain protease (Clostridium botulinum). Multiplex microsphere protease cleavage assay. inhibition, % at 10 µM. actives 0.22% (n = 360,000). AID 588497, 2011; in the data active = inhibition above about 35%, passing the limit was not always enough; inconclusive = no clear call, values can overlap the other calls; note: plate controls were buffer without enzyme for full effect and enzyme alone for no effect
UGM FP inh: M. tuberculosis UGM enzyme inhibitors, primary screen, biochemical, fluorescence polarization, single point | AID 504406, 2011 | actives 0.06% (n = 320,000) | UDP-galactopyranose mutase (Mycobacterium tuberculosis (strain ATCC 25618 / H37Rv)), … | purified UGM, fluorescence polarization probe displacement | inhibition, % at 10 µM; in the data active = inhibition above about 10%, passing the limit was not always enough; inconclusive = no clear call, values can overlap the other calls
Active calls of the source: *; ? = inconclusive; / = not tested or not shown. Cut-off read from the data, not from the text of the source, unless noted: active = inhibition above about 30%; inconclusive = no clear call, values can overlap the other calls; inactive = below that. This is a random part of the collection; about 4.7% have a hit in one of these screens.

SMILES	BoNT A protease	FadD28 FP inh	PfHsp40 rescue	Anthrax LF inh2	GDH-TPI inh	FBA Mtb inh	Mtb BioA inh	BoNT-F LC inh	UGM FP inh
CCOc1ccc(NC(=O)CCCCn2c(=O)[nH]c3ccsc3c2=O)cc1	-1.4	-1.0	-0.2	-12	-8	-2	-0.9	-5	2.2
Cc1ccc(N(C)S(=O)(=O)c2ccc(C)cc2)cc1	-3.5	-1.0	2.3	0	10	1	1.3	-6	-0.6
O=C(CSc1nnc(-c2ccc(F)cc2)c2ccccc12)NCC1CCCO1 (stereo unspecified)	2.2	-4.8	1.8	6	1	-1	/	-7	-1.6
C/C(N)=C(/C#N)C(=O)COC(=O)CNS(=O)(=O)c1c(F)cccc1F	-0.6	-0.7	-0.5	-1	1	0	-3.5	0	0.7
CC1C(=O)N(Cc2cn(CC3CCCCC3)nn2)CCS(=O)(=O)N1Cc1ccc(-c2cccc(N(C)C)c2)cc1 (stereo unspecified)	0.1	-2.7	/	-1	5	0	-3.5	0	/
NC(=O)C1CCN(CC(O)CSc2ccccc2)CC1 (stereo unspecified)	/	-1.1	-1.0	/	6	-4	/	/	1.3
CC(=NCc1ccc(F)cc1)c1c(O)n(C)c(=O)n(C)c1=O	?	-3.2	1.9	0	-12	-3	3.2	0	0.9
C/C=C(/C)C(=O)Nc1cccc(C2=NOC3(C2)C[C@@H](C(N)=O)N(C(=O)CCCCC)C3)c1 (stereo partly specified)	-1.1	0.8	0.8	-7	-11	2	-0.8	-7	2.2
Cc1cc(S(N)(=O)=O)c(N)c(S(N)(=O)=O)c1	1.1	-3.7	0.4	-4	8	29*	0.9	?	5.8
Cc1ccc(N(CC(=O)NCc2ccco2)C(=O)CCC(=O)Nc2ccccn2)c(C)c1	-0.9	-0.4	1.0	-1	-2	1	0.9	9	1.1
CC1(C)CC(=NOC(=O)c2ccccc2)CC(C)(C)N1	2.0	-1.4	-0.2	1	0	2	-1.9	3	0.7
Cc1ccc(C(=O)COC(=O)c2cc(=O)[nH]c3ccccc23)cc1	-1.0	-3.8	-0.8	-4	-3	1	/	-3	-1.7
C=CCC(NCCCO)c1cccc(OC)c1OC (stereo unspecified)	0.8	-3.1	0.8	-1	0	3	0.0	3	1.4
COc1ccc(NS(=O)(=O)c2cccc(C(=O)NC3CCN(Cc4ccccc4)CC3)c2)cc1	-0.4	-4.1	-1.3	-3	-4	1	0.8	-6	1.4
Cc1cccc(NC(=O)CCNS(=O)(=O)c2cccc3nsnc23)c1C	-0.3	-2.5	1.0	-1	-1	-1	-0.2	-1	0.1
COc1ccc2[nH]c(C)c(CCN3CCC(=O)C(C)C3C)c2c1 (stereo unspecified)	0.2	-4.7	-0.9	-10	-3	-2	0.1	-19	-2.6
Cn1nc(Cc2n[nH]c(=S)n2C)c2ccccc2c1=O	-0.2	-1.5	-0.6	3	-2	0	/	-3	-1.3
CCCCNS(=O)(=O)c1ccc(NS(=O)(=O)c2c(C)cc(C)cc2C)cc1	?	-3.1	1.1	0	14	-1	/	-4	-2.6
CC1=Nc2nc(N3CCCCCC3)c(C#N)c3c4c(nc(c23)N1)N(c1ccc2ccccc2c1)C(=O)C4	1.2	-0.5	0.9	-6	11	1	-2.2	-4	1.8
Cc1ccnc(SCC(=O)NC2CC2)n1	1.0	-0.8	-1.2	1	5	3	-0.5	5	2.1

Results in GDH-TPI inh, UGM FP inh and BoNT-F LC inh, for some of the entries so far:
SMILES	GDH-TPI inh	UGM FP inh	BoNT-F LC inh
COc1ccc(NS(=O)(=O)c2cccc(C(=O)NC3CCN(Cc4ccccc4)CC3)c2)cc1	-4	1.4	-6
COc1ccc2[nH]c(C)c(CCN3CCC(=O)C(C)C3C)c2c1 (stereo unspecified)	-3	-2.6	-19

(list continues)
SMILES	BoNT A protease	FadD28 FP inh	PfHsp40 rescue	Anthrax LF inh2	GDH-TPI inh	FBA Mtb inh	Mtb BioA inh	BoNT-F LC inh	UGM FP inh
COc1cccc(C(c2nnnn2-c2ccc3c(c2)OCCO3)N2CCC3(CC2)C(=O)NCN3c2ccccc2)c1OC (stereo unspecified)	0.0	-2.7	/	2	/	-4	4.3	-1	/
NS(=O)(=O)c1ccc(Nc2nc(-c3ccc(F)cc3)cs2)cc1	-1.6	-3.3	-1.4	-6	5	-3	1.6	-5	-0.1
CC(=O)Nc1ccc(Nc2nc(-c3ccccc3)nc3ccccc23)cc1	-0.2	-0.1	1.0	-2	12	1	/	-3	-2.2
Cc1ccc(NC(=O)COC(=O)c2ccc(OC(F)F)cc2)cc1S(=O)(=O)N1CCCCC1	0.2	1.4	-0.3	-17	10	-1	-1.0	-4	/
Cc1c(C(=O)NC2CCCc3ccccc32)oc2ccc(S(=O)(=O)N3CCOCC3)cc12 (stereo unspecified)	-0.1	-1.3	-0.5	-11	6	-1	/	1	4.1
Cc1csc2nc(O)c(C(=O)NCCCN3CCCC3=O)c(=O)n12	-0.1	-3.7	-0.4	1	-2	1	-1.0	-11	-2.1
C#CCOCCOCCOCCNc1nc(N2CCN(C(=O)[C@H]([C@@H](C)CC)n3cc([C@@H](N)CO)nn3)CC2)nc(N2CCN(C(=O)[C@H](CCCCN)n3cc([C@@H](N)CO)nn3)CC2)n1	-0.3	-0.1	-1.5	-6	7	2	-0.1	-3	-2.8
Cn1c(SCC(=O)NNC(=O)Cc2ccccc2)nnc1-c1ccc(Cl)cc1	?	-0.5	-0.5	?	1	-1	-2.2	0	-3.0
COc1ccc(NC(=O)C(=O)NCC2CCCN2S(=O)(=O)c2ccc(C)cc2)cc1 (stereo unspecified)	-1.8	-0.2	1.3	0	-2	-2	-0.7	8	2.1
COCCn1c(SCC(=O)/C=C2\N(C)c3ccccc3C2(C)C)nnc1-c1ccncc1	4.8	0.3	-0.8	1	13	-4	/	3	-3.4
O=C(NCc1ccccc1)c1ccc(F)c(F)c1	-2.2	-0.7	1.0	-1	3	4	/	-8	-0.7
CCCC(=O)N1CCC1(C)C(=O)Nc1ncc(C(=O)OC)s1 (stereo unspecified)	-0.4	-1.6	/	-6	18	-1	-0.6	-3	/
CCn1ccnc1CN(C)Cc1nc(-c2ccccc2)no1	0.1	-2.0	-1.0	0	2	1	0.5	-1	0.7
Cc1ccc(C)c(S(=O)(=O)ON2C(=O)c3ccccc3C2=O)c1	-0.3	-3.2	0.2	0	2	26	/	-1	-3.9
Cn1nc([N+](=O)[O-])nc1Sc1nnnn1-c1cccc(C(=O)O)c1	-1.5	-2.7	-0.2	-7	-5	1	-1.6	-4	-1.3
C=CCn1c(OCc2ccccc2)n[nH]c1=S	-1.1	1.3	-1.6	8	7	2	1.0	-25	3.1
O=C(COC(=O)c1cc[n+]([O-])cc1)NCc1ccccc1Cl	-0.4	0.2	-1.4	-4	3	3	/	-1	-0.9
CCCCNC(=O)Cn1cnc2c(cnn2-c2ccc(C)c(C)c2)c1=O	-1.0	-2.8	0.6	1	4	3	-1.5	-2	-3.5
O=C1CC(NCc2ccco2)C(=O)N1CCc1ccccc1 (stereo unspecified)	-0.5	-4.5	0.0	-1	-1	2	-0.6	0	-1.6
CC(C)(C)OC(=O)C[C@@H]1C/C=C\C[C@H](CC(=O)NCCO)C(=O)N[C@H](Cc2ccccc2)COC1=O	-0.5	-4.0	-2.0	1	6	1	1.2	-9	-2.6
COc1ccc(C)cc1NC(=O)Nc1ccc(C(=O)N2CCCC2)cc1	-1.2	-0.6	-2.1	-5	-2	1	0.2	-8	-2.4
Cc1ccc(Nc2nc(N)nc(CSc3nc(C)cc(C)n3)n2)cc1	-1.2	1.8	-0.2	-5	2	-5	0.6	5	-2.5
Cn1cc(CCCC(=O)NCc2ccccc2)c2ccccc21	-2.2	2.0	2.2	3	-14	6	1.5	-13	-0.2
Cc1cc(N=Cc2c(O)ccc3cc(Br)ccc23)no1	0.8	1.2	-0.1	-3	7	1	-0.6	0	-3.0
O=C1c2ccccc2C(=O)N1CCCCN(C(=O)c1ccc(Cl)s1)c1ccc(Cl)cc1	-2.0	-1.7	0.3	-3	-1	2	-2.2	-12	0.8
CC(=O)N(C1=C(Cl)C(=O)c2ccccc2C1=O)C1CCCCC1	-2.0	-0.1	147*	-6	5	0	-0.5	-4	-0.3
O=S(=O)(c1ccc(Cl)c(NC(=S)Nc2cccc(O)c2)c1)N1CCOCC1	1.9	-2.9	1.2	-5	11	-1	-0.2	4	0.3
CC(=O)Nc1cccc(-c2ccnc3c2CC(C)(C(=O)NCc2cccs2)O3)c1 (stereo unspecified)	-0.5	-1.9	/	-2	-2	4	16	-6	/
CC[C@]12c3[nH]c4ccc(OC)cc4c3CCN1C(=O)C(CC(=O)NCCCOC)C[C@@H]2C(=O)N1CCN(C(=O)C2CC2)CC1 (stereo partly specified)	-0.3	0.1	-0.3	-7	0	-2	-0.6	-15	/
O=C(COC(=O)C1CCN(c2ccc(C(F)(F)F)cn2)CC1)NCCc1ccccc1	0.9	-3.4	-0.9	5	-7	2	1.4	6	-1.8
Cc1nc2cc(N=NC3=C(O)CCCC3=O)ccc2s1	0.5	-2.8	0.3	-1	7	-20	/	-10	-0.4
Cc1nc(-c2nnc(SCC(=O)Nc3cc(Cl)cc(Cl)c3)n2C)cs1	-4.2	-4.5	0.0	25	-19	3	-0.6	?	-0.4
CCOC(=O)CSc1nc2sc3c(c2c(=O)n1-c1ccccc1)CCN(C)C3	17	-2.0	-0.1	-11	30	26	1.0	?	-1.3
O=C(NCCc1ccccc1)C(=O)N/N=C/c1ccccc1C(F)(F)F	1.0	-0.7	0.5	-2	11	2	/	-3	0.6
O=C(NC(=S)Nc1cc([N+](=O)[O-])ccc1O)C1CC1	-3.4	0.9	-1.1	-1	1	-9	0.1	-15	2.2
CC(C)C[C@H]1CN=C(Nc2ccccc2)N1CCCCc1ccccc1	-0.1	-2.8	-1.1	0	4	-1	1.1	-9	-1.9
CCC1CCCCN1C(=O)c1cc2cc(Br)ccc2oc1=O (stereo unspecified)	-0.9	-3.4	-1.0	-5	10	-1	0.0	-15	0.8
COC(=O)[C@@]1(C)[C@H]2C(=O)N(C)C(=O)[C@H]2[C@H]2CN=C(SCc3ccccc3)N21	0.2	-1.9	-0.2	-3	5	-2	0.0	-3	/
Cc1cccc(N=C2NC(=O)/C(=C\c3cccs3)S2)c1	0.4	-3.4	-1.1	0	29	-2	/	-3	-0.7
O=C1/C(=C/c2ccncc2)SC(=S)N1C1CCCCC1	0.4	-2.1	0.2	-3	4	2	/	0	3.3
COc1ccc(CNC(=O)CN(C(=O)c2snc(C(N)=O)c2N)c2cccc(F)c2)cc1	-1.1	-3.3	0.1	9	10	2	1.3	1	2.7
O=C1CCC(C(=O)Nc2ccccc2N2CCOCC2)=NN1	/	-1.2	-1.2	/	12	4	/	/	-3.8
Cc1ccc(C(=O)N/C(=C\c2ccco2)C(=O)NCc2cccnc2)cc1	0.0	-2.7	0.7	-3	4	0	2.4	-4	0.0
CCOC(=O)C1=CN(Cc2cccc(-c3ccc(Cl)nc3)c2)S(=O)(=O)N(C)C1C (stereo unspecified)	-0.6	-2.4	-0.1	-1	-4	-3	-0.5	1	/

Rewritten comma-delimited: 2 of the compounds above
Molecule,BoNT A protease,FadD28 FP inh,PfHsp40 rescue,Anthrax LF inh2,GDH-TPI inh,FBA Mtb inh,Mtb BioA inh,BoNT-F LC inh,UGM FP inh
O=C1CCC(C(=O)Nc2ccccc2N2CCOCC2)=NN1,/,-1.2,-1.2,/,12,4,/,/,-3.8
Cc1ccc(C(=O)N/C(=C\c2ccco2)C(=O)NCc2cccnc2)cc1,0.0,-2.7,0.7,-3,4,0,2.4,-4,0.0
